# Source: PubChem BioAssay
# GLD-1 TGE inh: GLD-1-TGE RNA interaction inhibition (C. elegans); purified GLD-1 + fluorescein TGE RNA, fluorescence polarization; inhibition, % at 5.96 µM; hit rate 0.44% among 320,000; AID 2280;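 active = percent inhibition above a per-plate cutoff, the plate mean of test compounds plus 3 SD, cut at about 30% in these data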;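 also: 0% = DMSO wells with GLD-1 and probe and 100% = wells lacking GLD-1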
# Bcl-xL primary: Bcl-xL (human) inhibition; Q07817; GST-Bcl-xL / FITC-Bim BH3 peptide fluorescence polarization; inhibition, % at 10.9 µM; hit rate 0.7% among 320,000; AID 2129;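 active = inhibition above the mean of all tested compounds plus 3 SD, cutoff set per campaign, cut at about 30% in these data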;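 also: 0% = DMSO wells and 100% = unlabeled Bim-BH3 peptide competitor; inhibitors lower millipolarization by displacing the labeled peptide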
# GRK2 aptamer HTS: blocks RNA aptamer binding to human GRK2 | hit rate 0.59% among 330,000 | bead flow cytometry, FAM-aptamer displacement from GRK2 | inhibition of aptamer binding, % at 10 µM | P25098;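 active = inhibition of aptamer binding above 40%, roughly 3 SD of noise, on plates passing a quality check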;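 also: median bead fluorescence of bound FAM aptamer so fluorescent compounds give negative values; no value below 0 was filed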
# Target sequence (P25098 whole entry, looked up): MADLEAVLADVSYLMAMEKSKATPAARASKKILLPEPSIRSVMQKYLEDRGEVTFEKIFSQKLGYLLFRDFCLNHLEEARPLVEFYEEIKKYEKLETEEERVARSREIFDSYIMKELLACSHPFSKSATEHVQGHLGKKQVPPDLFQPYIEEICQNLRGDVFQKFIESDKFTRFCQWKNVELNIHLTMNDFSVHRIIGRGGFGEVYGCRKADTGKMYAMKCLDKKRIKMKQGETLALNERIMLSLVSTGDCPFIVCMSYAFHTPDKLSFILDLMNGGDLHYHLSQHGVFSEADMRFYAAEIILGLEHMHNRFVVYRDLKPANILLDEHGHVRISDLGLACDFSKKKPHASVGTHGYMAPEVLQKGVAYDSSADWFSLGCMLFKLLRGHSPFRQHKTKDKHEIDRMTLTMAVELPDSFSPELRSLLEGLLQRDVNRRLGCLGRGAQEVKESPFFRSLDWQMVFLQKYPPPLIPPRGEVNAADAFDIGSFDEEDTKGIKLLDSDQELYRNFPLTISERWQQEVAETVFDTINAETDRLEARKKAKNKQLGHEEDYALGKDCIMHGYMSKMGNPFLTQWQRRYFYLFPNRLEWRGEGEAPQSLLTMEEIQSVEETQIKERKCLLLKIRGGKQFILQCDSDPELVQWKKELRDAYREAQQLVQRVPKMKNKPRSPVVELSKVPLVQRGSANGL
# VLA-4 inh: inhibition in a human VLA-4 binding assay | P13612 | VLA-4 expressing cells, ligand binding flow cytometry | inhibition, % (about 7 µM as worked out from the volumes in the protocol) | hit rate 0.2% among 330,000; in the data active = inhibition above about 50%
# MCL1 BIM primary: inhibitors of human MCL1 binding to BIM-BH3 peptide; hit rate 0.68% among 320,000; GST-MCL1 / FITC-Bim-BH3 fluorescence polarization; inhibition, % at 10.9 µM;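 active = inhibition above the mean inhibition of all tested compounds plus 3 SD, set per campaign, cut at about 40% in these data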;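 also: 0% = DMSO wells and 100% = unlabeled Bim-BH3 peptide control; higher means more loss of mP so more displacement of Bim peptide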
# Target sequence (Q07820 whole entry, looked up): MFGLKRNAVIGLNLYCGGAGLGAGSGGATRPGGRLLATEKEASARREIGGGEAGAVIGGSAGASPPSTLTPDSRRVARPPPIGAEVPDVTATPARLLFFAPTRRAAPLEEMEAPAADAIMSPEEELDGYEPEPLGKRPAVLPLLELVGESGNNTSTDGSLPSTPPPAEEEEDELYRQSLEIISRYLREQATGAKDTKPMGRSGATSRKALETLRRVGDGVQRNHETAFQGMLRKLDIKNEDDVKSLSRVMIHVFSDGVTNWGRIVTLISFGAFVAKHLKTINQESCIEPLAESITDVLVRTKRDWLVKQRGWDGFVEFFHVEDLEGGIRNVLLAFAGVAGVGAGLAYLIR
# Fam108B inh: blocks mouse Fam108B hydrolase in RBBP9 counter-screen; recombinant Fam108B, FP-Rh probe fluorescence polarization; inhibition, % at 9.51 µM; AID 1947; hit rate 0.33% among 300,000;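 active = inhibition above the screen mean inhibition plus 3 SD, computed separately per campaign, cut at about 18% in these data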;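 also: inhibitors lower polarization as less probe binds the enzyme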
# MEX-5 binding: C. elegans MEX-5 TCR-2 RNA binding activity | Q9XUB2 | MEX-5/FITC-TCR2 RNA binding, fluorescence polarization; active compounds read low | activity score (negative = inhibition of binding), % at 10 µM | hit rate 0.38% among 300,000 | AID 1832;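 active = inhibition past about -25% in most replicates, and total fluorescence under double the plate's negative control median, limit read from the data; inconclusive = replicates evenly split on the limit, or fluorescence at least double controls; inactive = too little inhibition in most replicates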;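 also: 0% = DMSO and -100% = 5 µM competing unlabeled TCR2 RNA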
# Efflux pump inh: blocks antifungal efflux pumps in multiplex yeast assay; S. cerevisiae Candida pump triplex, Nile Red efflux; inhibition, % at 10 µM; hit rate 0.44% among 330,000;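 active = plate passing quality check with inhibition over a set limit, or well fluorescence over plate mean plus 4 SD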;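 also: Nile Red retained in pooled yeast measured as flow cytometry median fluorescence; 0% = buffer negative control and 100% = Enniatin B positive control; higher means more Nile Red kept so more efflux inhibition; some compounds called inactive have numbers as strong as hits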
# PME-1 primary: blocks human protein phosphatase methylesterase 1; inhibition, % at 5.9 µM; recombinant PME-1, FP-Rh probe fluorescence polarization; hit rate 0.53% among 320,000; Q9Y570;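 active = inhibition above the campaign mean of all compounds plus 3 SD, cut at about 26% in these data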;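 also: competitive labeling of PME-1 active site by serine hydrolase directed probe; 0% = PME-1 with DMSO and 100% = wells lacking PME-1 enzyme; inhibitors block probe labeling so polarization falls and inhibition rises; many of its hits are not listed in these tables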
# Starred values were filed as active, the others as inactive; ? = inconclusive; . = no result given. Only part of the results is shown; the hit share may differ from the screen's.
SMILES,GLD-1 TGE inh,Bcl-xL primary,GRK2 aptamer HTS,VLA-4 inh,MCL1 BIM primary,Fam108B inh,MEX-5 binding,Efflux pump inh,PME-1 primary
CC(C)OC(=O)c1c(NC(=O)c2cnn3c2NC(c2ccccc2)CC3C(F)(F)F)sc2c1CCCC2 (stereo not given),3,4,0,10,3,-1,-1.5,-0.3,0
CC(C)N(Cc1ccccc1)C(=O)COC(=O)c1ccccc1SCC(=O)N1CCCC1,-2,-9,0,-2,-10,3,-0.2,-0.1,-2
COc1ccc(/C=C/C(=O)O/N=C(\N)c2ccccc2)cc1OC,1,9,1,3,8,-2,-0.1,-0.1,-9
Cc1cc(C)n(-c2nc3c(c(=O)[nH]c(=O)n3C)n2Cc2ccccc2)n1,4,1,3,21,-2,1,0.0,0.4,6
OCCN(CC#CCn1c2ccccc2c2ccccc21)CCO,-1,1,0,15,3,-3,.,0.2,0
O=C(c1ccco1)N1CCN(C(=O)c2cc(-c3ccc(F)cc3)no2)CC1,5,-2,2,6,-3,0,-3.6,0.1,2
COc1ccc2c(C)cc(SCC(=O)Nc3cccnc3Cl)nc2c1,1,3,2,6,0,-2,-1.8,0.1,1
O=C(CSc1nnc(-c2ccncc2)n1Cc1ccco1)N1c2ccccc2Sc2ccc(Cl)cc21,-2,0,0,6,-2,-2,2.7,0.1,-7
COC(=O)CSc1nnc(-c2ccco2)n1Cc1ccco1,3,-1,1,1,0,6,-0.3,-0.3,-7
O=C(NCc1cccc(F)c1)C1CCC(=O)N(C2CC2)C1 (stereo not given),4,4,5,6,5,3,-2.7,0.1,4

# Retrieved one by one from the entries so far, 3 records:
SMILES,GLD-1 TGE inh,Bcl-xL primary,GRK2 aptamer HTS,VLA-4 inh,MCL1 BIM primary,Fam108B inh,MEX-5 binding,Efflux pump inh,PME-1 primary
COc1ccc(/C=C/C(=O)O/N=C(\N)c2ccccc2)cc1OC,1,9,1,3,8,-2,-0.1,-0.1,-9
CC(C)N(Cc1ccccc1)C(=O)COC(=O)c1ccccc1SCC(=O)N1CCCC1,-2,-9,0,-2,-10,3,-0.2,-0.1,-2
O=C(CSc1nnc(-c2ccncc2)n1Cc1ccco1)N1c2ccccc2Sc2ccc(Cl)cc21,-2,0,0,6,-2,-2,2.7,0.1,-7

# New compounds follow
SMILES,GLD-1 TGE inh,Bcl-xL primary,GRK2 aptamer HTS,VLA-4 inh,MCL1 BIM primary,Fam108B inh,MEX-5 binding,Efflux pump inh,PME-1 primary
CCN1CCc2c(sc(NC(=O)Cc3ccccc3)c2C(=O)OC)C1,0,-2,1,4,4,-1,0.8,0.1,0
CC1CCCN(C(=O)COC(=O)c2ccc[nH]c2=O)C1 (stereo not given),5,5,1,2,-1,-8,-2.4,-0.1,6
COC(=O)CN1CCN(C(c2ccccc2)c2ccccc2)CC1,5,5,0,-3,9,-3,2.1,0.1,-4
Cc1cccc(N(CC(=O)NC2CCCC2)C(=O)CS(=O)CC(=O)Nc2ccc3c(c2)OCO3)c1 (stereo not given),2,0,0,14,-10,0,-3.4,-0.1,3
Cc1cccc2c(=O)cc(C)n(CC(N)=O)c12,5,4,4,-5,2,0,-1.0,-0.1,-3
O=[N+]([O-])c1ccccc1SN(Cc1ccccc1)c1ccccn1,-5,2,0,-10,-1,1,-0.3,0.3,8
O=C1C(Cl)=C(NCCc2ccccc2)C(=O)N1CCc1ccccc1,0,4,8,7,-4,-3,0.7,0.3,-11
Cc1ccccc1CC(=O)N1CC(C)OC(C)C1 (stereo not given),11,3,0,1,-1,-1,-2.1,0.0,-2
CCN1C(=O)/C(=C/c2ccc(C)s2)NC1=S,-4,-10,2,-6,-15,1,-7.1,-0.1,5
CCC1(c2ccc(Cl)cc2)NC(=S)N(c2ccccc2)N1 (stereo not given),-2,-3,0,-4,-4,-3,2.0,-0.1,0
O=C(Nc1nc(-c2cccs2)c(-c2cccs2)s1)C1(c2ccccc2)CC1,-3,-2,0,17,1,-3,-1.0,0.1,-5
CCC1CCCCN1CCCNC(=O)c1cn(CC(C)C)c(=O)c2cc(OC)c(OC)cc12 (stereo not given),5,-2,0,16,-2,-4,-1.2,-0.2,-3
COc1ccc(C2c3c(oc4ccccc4c3=O)C(=O)N2c2ccc(C)cn2)cc1OC (stereo not given),2,2,0,2,9,-2,-3.0,0.1,-2
COC(=O)c1cccc(C23CC4(C2)[C@H](CN(Cc2cccnc2)[C@@H]4c2ccccc2)C3c2ccc(C(F)(F)F)cc2)c1 (stereo not given in full),5,5,1,-11,5,-6,2.2,0.2,-8
O=C(/C(=N/N=C/c1ccc(O)c(O)c1O)c1ccccc1)c1ccccc1,2,13,1,-5,28,13,-4.2,0.0,16
COc1ccc2c(c1)O[C@H]1c3ccc(O)cc3OC[C@@H]21,-5,-1,0,1,1,-3,0.1,-0.2,-1
Cc1ccc(O)c(-c2cc(C(=O)Nc3ccc(S(=O)(=O)Nc4nccc(C)n4)cc3)[nH]n2)c1,5,9,0,-8,5,1,-29*,-0.1,-13
CC1CCCC(NC(=O)C2CCN(S(=O)(=O)N3CCCCCC3)CC2)C1C (stereo not given),-3,7,1,11,7,2,2.1,0.5,-3
COc1ccc(CCN=C(N)Nc2nc(C)cc(C)n2)cc1,2,9,2,9,4,0,1.9,-0.3,0
CC(C)CC1NC(=O)c2cc(Cl)ccc2-n2c1nc1ccccc1c2=O (stereo not given),5,.,0,8,.,.,.,-0.4,.
CCCn1nnnc1-c1cccc(Cl)c1,3,2,1,6,-1,4,0.7,-0.1,-4
CCOC(=O)c1ccccc1NC(=O)COC(=O)C1CC(=O)N(CCc2ccccc2)C1 (stereo not given),3,5,0,-5,0,0,3.0,0.0,4
CCc1ccc(-c2cc(C)no2)cc1S(=O)(=O)N1CCN(c2ccccc2F)CC1,-3,4,3,0,8,-1,4.2,0.1,-2
O=C1C2C3C=CC(C4CC34)C2C(=O)N1c1ccc2c(c1)OCO2 (stereo not given),1,-4,0,9,-4,-2,1.3,0.0,-2
COc1ccccc1NC(=O)c1sc(Cl)nc1C,-8,3,0,11,6,0,1.1,-0.1,1
Cc1nc2ccc(C(=O)N3CCN(c4ccccc4)CC3)cc2s1,5,6,1,25,11,4,1.9,0.0,1
CC(C)N1CC=C2C(C#N)=C(N)C(C#N)(C#N)[C@H](c3ccoc3)[C@H]2C1,85*,158*,4,-10,183*,5,?,-0.1,15
CCn1c(SCc2ccc(C(=O)Nc3nccs3)cc2)nnc1-c1ccc(NC(C)=O)cc1,-10,6,3,-3,13,4,0.5,0.0,-4
CC1C(=O)N2CCCc3cc(NC(=O)CC(C)(C)C)cc1c32 (stereo not given),-4,5,0,0,2,-2,-5.0,0.3,-7
O=C(C1Cc2ccccc2CN1C(=O)c1ccccc1)N1CCN(c2ccccc2)CC1 (stereo not given),2,7,31,0,6,-7,-0.9,-0.2,-8
c1cc2c(cc1CNc1ccc(N3CCOCC3)cc1)OCO2,2,.,3,3,.,.,.,-0.1,.
CCOC(=O)c1cnn(-c2nc(-c3ccc(F)cc3)cs2)c1C(F)(F)F,-1,2,1,-7,-2,-2,0.1,-0.1,-14
CCC(C(=O)OCC(=O)Nc1ccc(Cl)c(S(=O)(=O)N(C)C)c1)c1ccccc1 (stereo not given),-2,2,1,13,-5,-4,-4.1,0.3,1
Cc1cccc(NC(=S)NCc2cccn2C)c1,3,3,0,3,7,5,0.7,-0.2,-3
Cn1c(C(=O)N2CCC(C(=O)N3CCOCC3)CC2)cc2sccc21,3,9,0,-17,5,-2,0.4,-0.1,1
O=C(CSc1nnnn1-c1ccc(O)cc1)Nc1ccc(N2CCOCC2)c(Cl)c1,0,7,0,0,3,3,-1.5,-0.7,8
C/C(=N\NC(=O)CCc1ccccc1)c1ccc(Br)cc1,2,-2,2,29,-5,0,-1.1,0.0,11
Cc1ccc(C(=O)Nn2cnnc2)cc1[N+](=O)[O-],3,0,47*,15,-4,1,1.7,-0.2,6
COc1ccccc1NC(=O)C(=O)NCC(c1ccco1)N1CCc2ccccc21 (stereo not given),3,1,0,-3,3,2,7.8,0.2,-3
O=C1CSC(=S)N1/N=C/c1cc(Br)c(O)c(Br)c1,-65,-4,12,-273,-43,-44,-33*,7.5*,-115
CCN(CC)CCNC(=O)c1ccc(NC(=O)c2cc(-c3ccncc3)nc3ccccc23)cc1,-1,-2,0,12,-1,.,.,0.2,-1
O=C(O)c1nn(-c2ccc(Cl)cc2)ccc1=O,5,3,2,5,-5,-4,0.2,-0.1,1
CC(=O)c1cccc(NC(=O)CN(c2ccccc2)S(C)(=O)=O)c1,3,4,0,16,-1,5,-0.5,-0.1,2
Nc1cc(-c2ccc(Cl)cc2)nn1S(=O)(=O)c1ccccc1,-2,-2,17,-14,-10,-5,-0.8,0.5,-11
O=C(CSC1=Nc2ccccc2C2CC=NN12)Nc1ccc(F)cc1Cl (stereo not given),0,1,3,-2,2,-1,0.9,0.0,4
O=C(NCC(=O)N1CCCCC1)c1ccc(Br)o1,-5,5,7,-1,3,-1,-0.7,0.1,5
O=C(NCc1ccccc1)C1=C[C@@H](c2ccc(Br)cc2)C[C@@H](OCCCCO)O1,2,-2,.,.,-4,1,2.2,.,-2
O=C(Cn1c(=O)c2cccn2c2ccccc21)Nc1ccc(F)cc1F,2,11,0,0,6,-7,-3.1,-0.1,-10
Cc1nn(-c2ccccc2)c2[nH]c(=O)cc(C(F)(F)F)c12,1,7,3,3,3,0,1.1,-0.2,4
Cc1ccc(OC(=O)C2c3ccccc3Oc3ccccc32)cc1C,-2,5,1,5,5,0,-3.1,-0.2,-5

# Molecules from the list above containing two or more sulfur atoms, in the order listed:
SMILES,GLD-1 TGE inh,Bcl-xL primary,GRK2 aptamer HTS,VLA-4 inh,MCL1 BIM primary,Fam108B inh,MEX-5 binding,Efflux pump inh,PME-1 primary
O=C(CSc1nnc(-c2ccncc2)n1Cc1ccco1)N1c2ccccc2Sc2ccc(Cl)cc21,-2,0,0,6,-2,-2,2.7,0.1,-7
CCN1C(=O)/C(=C/c2ccc(C)s2)NC1=S,-4,-10,2,-6,-15,1,-7.1,-0.1,5
O=C(Nc1nc(-c2cccs2)c(-c2cccs2)s1)C1(c2ccccc2)CC1,-3,-2,0,17,1,-3,-1.0,0.1,-5
CCn1c(SCc2ccc(C(=O)Nc3nccs3)cc2)nnc1-c1ccc(NC(C)=O)cc1,-10,6,3,-3,13,4,0.5,0.0,-4
O=C1CSC(=S)N1/N=C/c1cc(Br)c(O)c(Br)c1,-65,-4,12,-273,-43,-44,-33*,7.5*,-115
